NPYLR7 agonist – mosquito NPYLR7 agonism. HEK293T NPYLR7/Galpha15, GCaMP6s calcium fluorescence. activation, % at 10 µM. 0.15% of 270,000 active. AID 1259423; in the data active = activation above about 40%;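 note: 0% = vehicle and 100% = reference agonist at the receptor; some compounds past the cut are filed as inactive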
mcGAS lum – blocks mouse cGAS activity | AID 1259399 | recombinant cGAS, Kinase-Glo ATP depletion luminescence | Q8C6L5 | inhibition, % at 12.5 µM | 0.15% of 160,000 active;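 note: 0% = negative control wells and 100% = reference inhibitor with no enzyme activity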
hcGAS lum – blocks human cGAS activity; Q8N884; 0.081% of 290,000 active; recombinant h-cGAS, ATP depletion, Kinase-Glo luminescence; inhibition, % at 12.5 µM;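 note: 0% = vehicle reaction and 100% = reaction without DNA for no activity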
Target sequence (Q8N884 whole entry, looked up): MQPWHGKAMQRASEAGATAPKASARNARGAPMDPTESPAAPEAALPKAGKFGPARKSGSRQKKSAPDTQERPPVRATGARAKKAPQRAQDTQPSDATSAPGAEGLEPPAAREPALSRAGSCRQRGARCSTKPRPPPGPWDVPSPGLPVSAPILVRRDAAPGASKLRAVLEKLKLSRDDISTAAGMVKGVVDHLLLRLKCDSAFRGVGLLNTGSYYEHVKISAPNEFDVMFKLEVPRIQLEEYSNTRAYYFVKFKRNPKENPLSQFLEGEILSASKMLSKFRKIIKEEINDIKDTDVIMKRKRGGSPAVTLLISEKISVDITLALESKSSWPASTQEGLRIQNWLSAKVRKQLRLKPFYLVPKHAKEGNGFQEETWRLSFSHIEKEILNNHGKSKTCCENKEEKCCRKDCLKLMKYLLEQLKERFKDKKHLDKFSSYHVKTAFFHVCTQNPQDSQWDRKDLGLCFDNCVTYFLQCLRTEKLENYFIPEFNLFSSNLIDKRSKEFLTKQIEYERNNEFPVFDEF
* hit, by the source's call; . = no result given; & = joins results of further samples. Cut-off read from the data, not from the text of the source, unless noted: active = inhibition above about 40%; inactive = the rest. No enrichment for hits. About 0.27% of those tested had a hit in this group.

| mol | mcGAS lum | NPYLR7 agonist | hcGAS lum |
| --- | --- | --- | --- |
| CN(C)c1ccc(N)cc1CN(CC1CCCO1)C(=O)c1ccccc1Cl (stereo not drawn) | -6 | -2 | -3 |
| CCOC(=O)C1=C(C)N(CC)C(=S)NC1c1ccc(NC(=O)c2ccc([N+](=O)[O-])cc2Cl)cc1 (stereo not drawn) | -4 | 1 | -1 |
| N#CC1C(=N)Oc2n[nH]c(-c3cccnc3)c2C1c1cc2c(cc1Br)OCO2 (stereo not drawn) | . | 8 | -2 |
| COCCN(Cc1cccn1Cc1ccccc1Cl)C(=O)c1cc(C(F)(F)F)cc(C(F)(F)F)c1 | -4 | -1 | -7 |
| Cc1nc2ccccn2c(=O)c1NC(=O)Nc1cc(Cl)ccc1Cl | -6 | -3 | -3 |
| N#Cc1cccc(OC2CC3CCC(C2)N3C(=O)c2ccc(CSCc3ccccc3Cl)cc2)c1 (stereo not drawn) | -9 | 6 | -10 |
| Clc1ccc(C2(c3nc(C4CCOC4)no3)CC2)cc1 (stereo not drawn) | . | 3 | -7 |
| CC(C)Nc1n[nH]c(=S)s1 | . | -3 | -7 |
| OC1(c2ccc(F)cc2)CN(c2ccccc2)C2=[N+]1CCCS2 (stereo not drawn) | . | 3 | -5 |
| COc1cccc(COc2coc(CN3CCCN(S(=O)(=O)c4cc(F)c(F)cc4Cl)CC3)cc2=O)c1 | -5 | 21 | -7 |
| Clc1ccc(Nc2nc(N3CCN(Cc4ccccc4)CC3)nc3nccnc23)cc1 | . | -3 | 11 |
| CCc1nc2ccc(C(=O)N(CC)CCN(C)C)cn2c1N(C)Cc1ccc(NC(C)=O)cc1 | -2 | 8 | -4 |
| Cc1cccnc1CN1CCN(C(=O)CC2(c3ccc(-c4ccccc4)cc3)CC(=O)N(C)C2=O)CC1 (stereo not drawn) | -13 | 4 | -7 |
| CCn1nnnc1SCC(=O)Nc1cccc(F)c1 | -2 | 1 | -6 |
| CC(C)N1CCC(CNC(=O)c2cc(-c3ccsc3)n[nH]2)C1 (stereo not drawn) | . | 24 | -5 |
| O=C(CCc1ccccc1)NC(C(=O)N1CCOCC1)c1ccccc1 (stereo not drawn) | -2 | 15 | -4 |
| CC(C)NC(=O)c1cc(-c2ccccc2F)nc2cc(C(C)(C)C)nn12 | -9 | -1 | -7 |
| c1nc(NC2CCOC3(CCSC3)C2)c2ccsc2n1 (stereo not drawn) | -17 | -4&-1 | -5&-8 |
| CCNc1ccnc(N2CCN(Cc3ccc4c(c3)OCO4)CC2)n1 | . | 5 | -6 |
| O=C(CSc1ccc2nc(-c3ccccc3)cn2n1)NCCc1ccccc1 | . | -3 | 1 |
| COC(=O)[C@@H]1C[C@@H](NS(=O)(=O)Cc2cccc(Cl)c2)CN1C | . | 6 | 0 |
| CNS(=O)(=O)CCNC(=O)[C@@]12CNC[C@@H]1CN(C)C2 | -13 | 11 | -6 |
| Cc1ccsc1CN(CCc1c[nH]c2ccccc12)Cc1nc(C(=O)NCC2CCCO2)co1 (stereo not drawn) | -3 | 11 | -1 |
| COc1cn(CC(=O)Nc2cc(C)ccc2C)c(CSc2ncccn2)cc1=O | -9 | -2 | -9 |
| CCc1nc2ccc(C(=O)NC3CCN(C)CC3)cn2c1N(C)CC | -2 | 7 | -4 |
| Cc1ccccc1-n1ncc2c(C3CC3)nn(CC(=O)N3CC(C)OC(C)C3)c(=O)c21 (stereo not drawn) | . | 11 | -7 |
| O=C1NC(Cc2cscn2)c2nc(NCc3ccccn3)ncc21 (stereo not drawn) | . | 0 | 0 |
| CCn1c(C)c(C(=O)CN(CCN2CCOCC2)S(=O)(=O)/C=C/c2ccccc2)c(C)c1C(=O)OC | -4 | -11 | -5 |
| CCn1ccnc1CN1CCC(CCC(=O)N2CCN(c3ccccc3)CC2)CC1 | -14 | 15 | -9 |
| COCCN(Cc1ccc(OS(=O)(=O)c2ccc(F)cc2)cc1)S(=O)(=O)c1ccccc1 | -3 | -7 | -1 |
| O=C(COc1ccc(Cl)cc1)N(Cc1ccco1)C1CCS(=O)(=O)C1 (stereo not drawn) | . | -7 | -3 |
| CC(C)CCN1CCC(N2CCN(S(=O)(=O)c3cccs3)CC2)C1=O (stereo not drawn) | -5 | . | -3 |
| Cc1nn(C)c2c1C(c1cc(F)ccc1-n1cccn1)CC(=O)N2 (stereo not drawn) | . | 5 | 2 |
| CCn1ccc2cc(NC(=O)CN3CCCCCCC3=O)ccc21 | . | 3 | 0 |
| O=S(=O)(NCCCn1ccc2ccccc21)c1ccccc1F | . | 8 | -4 |
| O=C(C(=O)N1CCCC(CO)(Cc2ccccc2)C1)c1ccccc1 (stereo not drawn) | 2 | -16 | 5 |
| O=c1c(N=Nc2ccccc2)c(-c2ccc([N+](=O)[O-])cc2)[nH]n1-c1ccccc1 | . | -2 | 3 |
| CCN1CCN(C[C@@H]2CN(Cc3cccc(C(F)(F)F)c3)C[C@@H]2CO)CC1 | -6 | . | -12 |
| CCCCN(C(C)=O)c1c(CC)nc2ccc(C(=O)N3CCCC(C(N)=O)C3)cn12 (stereo not drawn) | 4 | -11 | 6 |
| COc1cccc(C=NNC(=O)c2cc(-c3cccs3)[nH]n2)c1O | . | 13 | 9 |
| CCOC(=O)C1(C)CCCCN1C(=O)c1ccc(C(=O)OC)cc1 (stereo not drawn) | . | -1 | -7 |
| OC1(c2cccc(C(F)(F)F)c2)CCN(Cc2ccsc2)CC1 | -9 | -6 | -5 |
| CCC(=O)N1CCC1(C)C(=O)Nc1ccc(C)c(C)c1 (stereo not drawn) | -7 | 6 | -17 |
| CCC(O)(CC)c1ccc(CN(CCOC)Cc2ccccc2OC)o1 | -2 | -1 | 2 |
| CCCCC(CC)CNC(=O)C(=O)NC1CC1 (stereo not drawn) | -5 | 22 | -4 |
| COc1cccc(-c2n[nH]c(=S)c3nc(C)sc23)c1 | . | -4 | 3 |
| COCc1ccc(CNC(=O)C(=O)Nc2ccc(N(C)C)nc2)cc1 | -17 | 5 | -9 |
| CC1(C)C[C@H](NC2CCC2)[C@@]2(CCC(=O)NCCN3CCOCC3)CC[C@](C)(O)C[C@@H]12 | -6 | -8 | -4 |
| CN(Cc1ccccc1)C(=O)C1(C)CCN1C(=O)CCc1cccs1 (stereo not drawn) | -7 | 5 | -8 |
| Cc1ccc(-c2[nH]ncc2CN2CCC(C(O)CCc3ccccc3)CC2)cc1C (stereo not drawn) | . | 3 | -7 |
| COCC(C)NC(=O)C1CCN(Cc2cn[nH]c2-c2ccc(F)cc2)CC1 (stereo not drawn) | . | 0 | -9 |
| CCc1ocnc1C(=O)N(C)Cc1ccccc1OCC(C)C | -16 | -5 | -3 |
| CC(C)NC(=O)Cn1nc2n(Cc3ccccc3)c(=O)c3ccc(C(=O)NC(C)C)cc3n2c1=O | 0 | -3 | 0 |
| O=C(C1=Cc2ccccc2OC1)N1CCN(S(=O)(=O)c2ccccc2F)CC1 | -3 | -1 | -1 |
| Nc1nc(Sc2ccccc2)cc(N2CCC3(CCNCC3)C2)n1 | -16 | 2 | -2 |
| COc1ccc(-n2c(SCCCC(=O)N3CCN(C(=O)c4ccccc4Br)C(C)C3)nnc2-c2ccccc2)cc1 (stereo not drawn) | -5 | 1 | -3 |
| CCOc1ccc(-c2cc(C(=O)NC(C)Cc3ccc(Cl)cc3)c3ccccc3n2)cc1 (stereo not drawn) | -7 | -6 | -6 |
| CSCc1ccc(C(=O)N(C)C2CCCN(CCCc3ccccc3)C2)o1 (stereo not drawn) | -10 | 2 | -4 |
| COc1ccc(CN(C)C(=O)Cn2nnnc2CN2CCOCC2)c2cccnc12 | . | -4 | 1 |
| COc1ccc(S(=O)(=O)N2CCOCC2)cc1N1CCN(S(=O)(=O)c2c(F)cccc2F)CC1 | -7 | 25 | -2 |

Reformatted: three of the compounds above.
Below each SMILES: mcGAS lum, NPYLR7 agonist, hcGAS lum
- OC1(c2cccc(C(F)(F)F)c2)CCN(Cc2ccsc2)CC1
 : -9, -6, -5
- CCC(=O)N1CCC1(C)C(=O)Nc1ccc(C)c(C)c1 (stereo not drawn)
 : -7, 6, -17
- CCC(O)(CC)c1ccc(CN(CCOC)Cc2ccccc2OC)o1
 : -2, -1, 2

Going on with the list:
| mol | mcGAS lum | NPYLR7 agonist | hcGAS lum |
| --- | --- | --- | --- |
| Cc1ccc(N2C(=O)CC(NCc3ccc(S(N)(=O)=O)cc3)C2=O)cc1Cl (stereo not drawn) | -5 | 4 | 0 |
| Cc1c[nH]c(C(=O)N2CCC3(CC2)CC(C(=O)O)N(C)C3)c1 (stereo not drawn) | -10 | 4 | 0 |
| CC1=CS(=O)(=O)CC1Sc1n[nH]c(C)n1 (stereo not drawn) | . | 9 | -7 |
| CCOc1c(C)cnc2c1c(=O)n(CC(=O)N1CCCC1)c(=O)n2C | -7 | 2 | -4 |
| O=C(CC1CCCCC1)NNC(=O)C1CC1 | . | 7 | -3 |
| CN(CCc1ccccc1)C1CCCN(C2CCN(Cc3ccco3)CC2)C1 (stereo not drawn) | . | -4 | -4 |
| COc1cccc(CN2CCn3nc(C(=O)N4CCC5(CC4)OCCO5)cc3C2=O)c1 | -6 | 16 | -2 |
| COCCNC(=O)c1ccc(CSc2nc(-c3ccccc3)cc(N3CCN(c4ccccc4Cl)CC3)n2)cc1 | -2 | 3 | 2 |
| CC(C)NC(=O)N1CCN(c2cc(Cl)nc(SCC(=O)NCCc3ccc(Cl)cc3Cl)n2)CC1C (stereo not drawn) | -4 | . | -7 |
| CCS(=O)(=O)N1CCN(c2nc(C)nc(C)c2Cc2cc(C)ccc2C)CC1 | -5 | 10 | -6 |
| O=C(CCc1ccsc1)NCC(=O)Nc1ccc(F)c(F)c1 | . | 14 | -2 |
| O=C(COc1ccccc1C(F)(F)F)N1CCNC1=O | -7 | 9 | -5 |
| CN(Cc1ccnc2ccccc12)C(=O)C1CCC(=O)N(Cc2ccccc2F)C1 (stereo not drawn) | 0 | -1 | 5 |
| COc1ccc(C(C2Sc3ncnn3C2=O)N2CCN(Cc3ccccc3)CC2)cc1 (stereo not drawn) | -6 | 2 | -6 |
| NC(=O)C(NC(=O)c1cccc(NC(=O)CC2SC(N3CCCCC3)=NC2=O)c1)c1ccccc1 (stereo not drawn) | -6 | -4 | -3 |
| CCn1c(=O)c(C)nc2cc(C(=O)NC(c3ccccc3)C3CC3)ccc21 (stereo not drawn) | . | 6 | -4 |
| COc1ccc(-n2ncc(C(=O)NCc3ccccn3)c2C(C)C)cc1 | -11 | . | -6 |
| O=C(CC1=C(c2ccccc2)CCC1=O)NCc1cccnc1-n1ccnc1 | . | 2 | -1 |
| COc1cccc(Cc2nsc(N3CCN(C(=O)Nc4cc(C(F)(F)F)cc(C(F)(F)F)c4)C(C)C3)n2)c1 (stereo not drawn) | -6 | 11 | -9 |
| CSc1ccccc1CNC(=O)C1(C)CCCCN1C (stereo not drawn) | -8 | 6 | -17 |
| O=C1CC(C(F)(F)C(F)(F)C(F)(F)C(F)F)=Nc2ccccc2N1 | . | 2 | -6 |
| O=C(CSc1nnc2ccc(-c3cccnc3)nn12)N1CCOCC1 | -4 | -12 | -2 |
| O=c1ccc(-c2ccco2)nn1CCNS(=O)(=O)c1ccccc1 | 0 | 6 | 12 |
| COc1ccc(C)cc1CC(=O)Nc1ccccc1N1CCOCC1 | . | 6 | -4 |
| N#Cc1ccc(C(=O)N(CCCN2CCOCC2)c2nc3ccc(F)cc3s2)cc1 | -4 | -4 | 0 |
| COCC(=O)NC(C)c1nc2ccccc2[nH]1 (stereo not drawn) | -5 | 9 | -3 |
| O=C(NCC1CCN(c2ncccn2)CC1)C(=O)Nc1cccc(C(F)(F)F)c1 | . | -7 | -4 |
| CCC(C)n1c(C)cn2c3c(=O)n(CC(=O)OC)c(=O)n(C)c3nc12 (stereo not drawn) | . | 2 | -6 |
| COc1ccccc1N1CCN(C(C)C(=O)Nc2ccnn2C(C)C)CC1 (stereo not drawn) | -17 | 18 | -11 |
| NC(=O)CSc1nnc(N2CCN(C(=O)CCc3ccccc3)CC2)s1 | -5 | -1 | -5 |
| C=CCN(CC=C)C(=O)CSc1nnc(-c2cc(OC)cc(OC)c2)n1CC=C | -7 | 14 | -4 |
| Cc1cn(CC(=O)N2CCCC(O)(CN(C)C)C2)c(=O)[nH]c1=O (stereo not drawn) | -11 | 1 | -2 |
| CNS(=O)(=O)Cc1ccc2[nH]cc(CCN(C)C)c2c1 | -3 | -8&3&-4 | 0&-4&-1 |
| CCN(CC)c1onc(-c2ccc(F)cc2)c1CN(CCN(C)C)C(=O)Nc1ccc(C)cc1 | -6 | 6 | -1 |
| CCc1nnsc1C(=O)Nc1cc(F)c(N2CCCC2)c(F)c1 | . | 4 | -5 |
| O=C(c1cccc(F)c1)N(CC(=O)N1CCc2sccc2C1COc1cccc(F)c1)Cc1ccco1 (stereo not drawn) | -5 | -1 | -5 |
| COCC(=O)Nc1ccc(N(C)C)c(CN(CC2CCCO2)C(=O)c2ccco2)c1 (stereo not drawn) | 0 | -1 | -2 |
| CC(=O)N1CC(C)CN(C(=O)c2ccc(F)nc2)c2ccccc21 (stereo not drawn) | . | 3 | -7 |
| O=c1cc(CN2CCN(CCO)CC2)c2cc(O)c(-c3ccccc3)cc2o1 | -8 | -2 | -6 |
| Cc1cccc(Cn2ccnc2CN(C(=O)c2ccc(F)cc2)C2CCCCC2)c1 | -6 | 20 | -5 |
| CCOC(=O)c1[nH]c2c([N+](=O)[O-])cc(OCC)cc2c1CCN1C(=O)c2ccccc2C1=O | 69* | -7 | -2 |
| CCOc1ccc(N2C(=O)C3C(c4ccccc4)C=CC(c4ccccc4)C3C2=O)cc1 (stereo not drawn) | -6 | 4 | -8 |
| COCCN(CC(=O)Nc1nc(CC(=O)N2CCc3ccccc3C2)cs1)C(=O)c1ccc(Cl)cc1Cl | -5 | -6 | -8 |

Just NPYLR7 agonist, for 2 of the compounds above:
Compound	NPYLR7 agonist
COCC(=O)NC(C)c1nc2ccccc2[nH]1 (stereo not drawn)	9
NC(=O)CSc1nnc(N2CCN(C(=O)CCc3ccccc3)CC2)s1	-1

From PubChem BioAssay
